Screening data (PubChem)
mIAP inh – blocks mouse intestinal alkaline phosphatase. purified mouse IAP, CDP-Star luminescence, 30 min. inhibition, % at 10 µM. 330,000 tested, 0.2% active. AID 2806;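 active = inhibition of at least 40% at 10 µM in the primary screen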;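 note: plate controls were DMSO with enzyme for no effect and no enzyme wells for full effect; values of inactives mirror those of a sister screen read the other way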
hIAP inh – blocks human intestinal alkaline phosphatase; P09923; purified IAP, CDP-Star luminescence, 30 min; inhibition, % at 10 µM; 330,000 tested, 0.12% active; AID 2544;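 active = inhibition reaching a set limit with compound at 10 µM in the primary screen, cut at about 35% in these data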;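 note: plate controls were DMSO wells with enzyme for no effect and no-enzyme buffer wells for full effect; values of inactives mirror those of a sister screen read the other way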
Target sequence (P09923 whole entry, looked up): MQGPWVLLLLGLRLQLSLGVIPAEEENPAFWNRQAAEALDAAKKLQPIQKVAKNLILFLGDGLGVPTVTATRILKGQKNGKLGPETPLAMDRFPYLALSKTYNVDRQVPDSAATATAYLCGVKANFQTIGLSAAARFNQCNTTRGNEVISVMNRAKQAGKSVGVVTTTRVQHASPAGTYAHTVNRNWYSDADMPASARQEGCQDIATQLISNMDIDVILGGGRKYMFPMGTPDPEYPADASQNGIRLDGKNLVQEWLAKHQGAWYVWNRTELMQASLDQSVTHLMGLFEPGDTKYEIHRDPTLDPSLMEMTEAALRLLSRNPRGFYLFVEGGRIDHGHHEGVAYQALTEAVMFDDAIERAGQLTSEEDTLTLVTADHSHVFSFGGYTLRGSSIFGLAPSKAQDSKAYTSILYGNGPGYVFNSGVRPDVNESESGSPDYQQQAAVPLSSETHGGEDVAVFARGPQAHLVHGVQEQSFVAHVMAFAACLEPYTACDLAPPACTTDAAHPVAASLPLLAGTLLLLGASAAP
Apaf-1 inh – human Apaf-1 inhibition; O14727; reconstituted apoptosome caspase-3 activity, DEVD-Rh110 fluorescence; inhibition, % at 20 µM; 330,000 tested, 0.71% active; AID 489030; active = inhibition of at least 40% at 20 µM;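 note: plate controls were DMSO wells for no effect and DEVD-CHO caspase inhibitor wells for full effect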
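Assay system – apoptosome proteins · Medium – Hepes buffer, pH 7.5 · Also added – cytochrome c with DEVD-Rh110 · Timing – 30 min compound preincubation, 50 min activation, room temperature · Detection – Rh110 fluorescence, excitation 480 nm, emission 540 nm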
mIAP activ – increases mouse intestinal alkaline phosphatase activity; muIAP, CDP-Star luminescence, 30 min; hits give high values; 1 = vehicle-only enzyme signal, 0 = enzyme-free wells; activation factor at 10 µM; 330,000 tested, 0.24% active; AID 2805;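 active = activation factor of at least 2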; note: the source names both 10 and 20 µM as test concentration; values of inactives mirror those of a sister screen read the other way
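Assay system: mouse IAP enzyme; Reagent: CDP-Star chemiluminescent phosphatase substrate; Compound: DMSO-dissolved test compounds; Incubation: 30 min, room temperature; Technique: luminescence from enzymatic CDP-Star hydrolysis; Controls: DMSO-only wells and no-enzyme negative control.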
TIM10 inh – TIM10 yeast growth inhibition. inhibition, % at 10 µM. 330,000 tested, 1.4% active. S. cerevisiae TIM10 strain growth, BacTiter-Glo luminescence, 24 h;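 active = inhibition of 40% or more at the single tested concentration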;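 note: wild-type TIM10 isogenic control strain grown at permissive 25 °C; 0% = DMSO yeast wells and 100% = minimal medium wells without yeast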
ATG4B inh – ATG4B (human) cysteine protease inhibition; 340,000 tested, 0.51% active; ATG4B cleavage of LC3-PLA2, NBD-HPC fluorescence, 1 h; AID 504462; inhibition, % at 8.33 µM; Q9Y4P1; in the data active = inhibition above about 40%
Target sequence (Q9Y4P1 whole entry, looked up): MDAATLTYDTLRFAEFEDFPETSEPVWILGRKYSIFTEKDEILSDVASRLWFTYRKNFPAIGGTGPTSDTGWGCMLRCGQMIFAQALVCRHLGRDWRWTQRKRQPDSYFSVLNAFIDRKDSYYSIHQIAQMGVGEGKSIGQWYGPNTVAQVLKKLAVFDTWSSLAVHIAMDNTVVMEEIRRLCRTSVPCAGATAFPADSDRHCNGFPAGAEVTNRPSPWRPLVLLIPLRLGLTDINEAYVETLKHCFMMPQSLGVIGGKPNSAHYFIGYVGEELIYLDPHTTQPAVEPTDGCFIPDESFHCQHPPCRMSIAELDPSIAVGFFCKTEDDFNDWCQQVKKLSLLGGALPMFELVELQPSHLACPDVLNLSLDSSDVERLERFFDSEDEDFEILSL
hIAP act – increases human intestinal alkaline phosphatase activity; P09923; purified human IAP, CDP-Star luminescence, 30 min; hits give high values; 1 = vehicle-only enzyme, 0 = enzyme-free background; activation factor at 10 µM; 330,000 tested, 0.16% active;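 active = activation factor of the enzyme at least 2-fold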; note: the source names both 10 and 20 µM as test concentration; values of inactives mirror those of a sister screen read the other way
NALP3 yeast inh – inhibitors of NALP3 inflammasome in yeast. AID 2825. Yeast reconstituted NLRP3/ASC/caspase-1, beta-gal luminescence, 24 h. 330,000 tested, 0.39% active. inhibition, % at 10 µM;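 active = inhibition of 50% or more; inactive = inhibition below 50%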;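 note: plate controls were induced DMSO wells for no effect and uninduced yeast grown without galactose for full effect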
tim10-1 inh – inhibits growth of tim10-1 mutant yeast; S. cerevisiae tim10-1 ts strain growth, BacTiter-Glo, 24 h; inhibition, % at 20 µM; 330,000 tested, 2.2% active; AID 463190;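 active = inhibition of at least 40%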;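 note: mutant grown at 25 °C; 0% = DMSO wells with yeast and 100% = wells holding no yeast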
* marks the source's active call; other numbers are inactive results; · = not tested or not shown.

The opening 4 entries as a preview:
Order of results – mIAP activ	hIAP act	ATG4B inh	TIM10 inh	mIAP inh	tim10-1 inh	Apaf-1 inh	NALP3 yeast inh	hIAP inh
- Cc1[nH]c2ccccc2c1/C=C(/C#N)C(=O)NC(C)C
    0.98	1.1	0	18	2	20	-16	-13	-11
- CCOC(=O)c1c(C)sc2c1N(C(=O)CCl)c1cc(Cl)ccc1S2
    0.94	1.1	2	21	6	43*	35	17	-14
- CN(C)CCCNC(=O)COc1ccc(Br)cc1Cl
    0.93	0.95	-15	-13	7	-3	3	4	5
- CCOC(=O)c1ccc(CSc2nnc(N)s2)cc1
    0.98	0.93	-15	-11	2	30	11	21	7

The whole of this part, previewed entries included:
Order of results – mIAP activ	hIAP act	ATG4B inh	TIM10 inh	mIAP inh	tim10-1 inh	Apaf-1 inh	NALP3 yeast inh	hIAP inh
- Cc1[nH]c2ccccc2c1/C=C(/C#N)C(=O)NC(C)C
    0.98	1.1	0	18	2	20	-16	-13	-11
- CCOC(=O)c1c(C)sc2c1N(C(=O)CCl)c1cc(Cl)ccc1S2
    0.94	1.1	2	21	6	43*	35	17	-14
- CN(C)CCCNC(=O)COc1ccc(Br)cc1Cl
    0.93	0.95	-15	-13	7	-3	3	4	5
- CCOC(=O)c1ccc(CSc2nnc(N)s2)cc1
    0.98	0.93	-15	-11	2	30	11	21	7
- O=C(CSc1ccccc1Cl)c1ccco1
    0.98	1.1	8	13	2	30	4	-29	-6
- C[C@H](CO)N1C[C@H](C)[C@@H](CN(C)CC2CCCCC2)Oc2c(NS(=O)(=O)c3ccc(F)cc3)cccc2C1=O
    0.93	1	-5	-3	8	1	11	1	-4
- C=CCn1c(SCCOc2ccc(OC)cc2)nnc1C(C)NC(=O)Cc1ccc(OC)cc1 (centres undefined)
    1	0.84	-11	7	0	26	-4	-5	16
- Cc1cccc(NS(=O)(=O)c2cccs2)n1
    1	0.95	-7	-2	-1	0	-4	17	5
- Cn1c(-c2ccccc2)cnc1NCc1cc2c(cc1[N+](=O)[O-])OCO2
    0.94	0.97	2	-2	6	4	5	-11	3
- COc1ccc(NC(=O)C2CCC2)cc1S(=O)(=O)N1CCOCC1
    1	1.1	2	3	-1	-15	-2	1	-10

Arranged by value in hIAP act (high to low): three of the compounds above
molecule | hIAP act
O=C(CSc1ccccc1Cl)c1ccco1 | 1.1
Cn1c(-c2ccccc2)cnc1NCc1cc2c(cc1[N+](=O)[O-])OCO2 | 0.97
CCOC(=O)c1ccc(CSc2nnc(N)s2)cc1 | 0.93

The list goes on.
Order of results – mIAP activ	hIAP act	ATG4B inh	TIM10 inh	mIAP inh	tim10-1 inh	Apaf-1 inh	NALP3 yeast inh	hIAP inh
- COc1ccc(C(=O)O/N=C(\N)c2ccccc2)c(OC)c1
    0.95	1	2	70*	5	76*	-6	12	0
- COc1cccc(CC2(CO)CCCN(Cc3cn[nH]c3-c3ccccc3)C2)c1 (centres undefined)
    0.96	0.95	-9	2	4	11	-12	-3	4
- O=C(Nc1ccc(N2CCOCC2)cc1)c1cccc(S(=O)(=O)N2CCC(Cc3ccccc3)CC2)c1
    1	1	-14	11	0	17	18	2	-5
- CC(=O)c1ccc(NS(=O)(=O)c2cccc(C)c2)cc1
    1.1	1.1	1	-4	-10	7	-3	17	-11
- CN(C)/C=N/c1cc(=O)[nH]c(=O)n1CC1CC1
    1.1	0.91	-1	-4	-6	-19	1	15	9
- COc1ccc(NC(=O)COC(=O)CNC(=O)C2CCCCC2)cc1
    1	1	-7	-30	-3	4	2	14	-4
- COC(=O)c1ccc(CN(C)S(=O)(=O)c2ccc(C)cc2)o1
    1.1	1.1	-20	-6	-6	6	-15	32	-5
- Cc1ccc(-n2c(-c3cn(C)nc3C)n[nH]c2=S)cc1
    0.93	0.83	·	22	7	4	0	17	17
- Cc1cc(C(=O)OCC(=O)NC(=O)NC(C)(C)C)c(C)o1
    0.92	1.1	1	9	8	17	-5	4	-9
- COc1ccc(C(=O)N/C(=C/c2ccccc2F)C(=O)NCCN2CCOCC2)cc1OC
    0.99	0.98	-11	-2	1	-1	9	10	2
- CC(C)N1CCN(Cc2cnc(-c3ccccc3)s2)CC1CCO (centres undefined)
    1	0.96	-2	3	0	11	-46	6	4
- O=C(NCc1ccc(Cl)cc1)C1CCC(CNc2c(N3CCCC3)c(=O)c2=O)CC1 (centres undefined)
    1.1	1	3	11	-6	10	15	18	-1
- O=C(O)c1cnn2c1NC(c1cccs1)CC2C(F)(F)F (centres undefined)
    0.97	0.97	-3	1	3	-9	1	0	3
- COc1ccccc1N1CCN(C2CCCN(C(=O)CCc3ccccn3)C2)CC1 (centres undefined)
    1	1.1	4	0	-3	-3	-10	10	-10
- COCCn1c(C)cc(C(=O)CSc2nc3ccccc3c(=O)n2Cc2ccco2)c1C
    0.97	0.87	-12	-106	3	-17	21	17	13
- O=C(Nc1ccc(N2CCOCC2)cc1)c1ccc2ncsc2c1
    1	1.1	-8	-3	-3	-4	4	8	-10
- Cc1cc(C(=O)NN=C2CCCCCCC2)c2ccccc2n1
    0.94	1.1	-3	-3	6	-4	-1	18	-14
- Cc1cccc(N(CC(N)=O)S(C)(=O)=O)c1C
    0.99	1.2	-4	-6	1	2	4	33	-19
- COc1ccc(NC(=O)Cn2nc(C(=O)O)c3ccccc3c2=O)cc1S(=O)(=O)N1CCCCC1
    1	1.1	-7	-2	-3	9	6	-3	-10
- COc1ccccc1CNC(=O)COc1ccc(S(=O)(=O)N2CCCC2)cc1
    0.98	0.95	0	13	2	-4	2	20	5
- CCc1[nH]c(=O)c(C#N)c2c1COC(C)(C)C2
    0.98	0.95	1	4	2	-5	-20	14	5
- CCN1C(=NCCc2cccnc2)N[C@@H](c2ccccc2)[C@H](C(=O)OC)[C@H]1C
    1	0.93	0	2	0	7	-5	2	7
- COCCNC(=O)c1cn(C)c(=O)c2cc(OC)c(OC)cc12
    0.97	0.93	-13	-25	3	3	7	2	7
- CCOC(=O)CCc1c(C)nc2c(c(C)nn2C(C)(C)C)c1C
    0.89	0.88	2	-9	11	9	12	22	12
- COCC(C)NC(=O)c1ccc(-n2nc(C(F)(F)F)cc2-c2cccs2)cc1 (centres undefined)
    1	0.93	-15	19	-5	33	11	18	7
- COc1ccc(CN(Cc2ccncc2)C(=O)CCC(=O)O)cc1
    0.99	0.97	-5	-1	1	1	-5	-3	3
- O=C(O)c1ccc(-n2nc(C(F)(F)F)c3c2-c2ccoc2CC3)cc1
    1.1	1	26	3	-10	16	5	-4	-3
- COC(=O)[C@@H]1C[C@@]2(O)[C@@H](O)[C@@H](O)[C@@H](O)C[C@H]2N1Cc1cc(OC)cc(OC)c1
    1	0.92	3	7	-1	3	-4	20	8
- Cc1cc(Br)c(OCc2ccc(C(=O)N/N=C/c3ccc[nH]3)cc2)c(Br)c1
    0.74	1.2	-7	2	26	4	17	25	-15
- CCCn1c(NCc2ccco2)nc2c1c(=O)n(C)c(=O)n2C
    1	1	-9	2	0	4	3	-10	-2
- CC(C)Cc1nnc(NC(=O)Nc2ccccc2)s1
    1.1	1	2	14	-14	39	18	-23	-2
- Cc1nc(NCc2ccccc2)c2cc[nH]c2n1
    1.1	0.86	-3	-2	-8	0	-1	-1	14
- CCOc1ccc(/C=C2\SC(=O)N(c3ccc(O)cc3)C2=O)cc1OC
    0.95	0.84	0	17	5	9	-17	-4	16
- O=C(COc1ccc([N+](=O)[O-])cc1)NCCC1=CCCCC1
    0.97	1	3	7	3	23	-9	19	-2
- COc1cccc(NC(=O)N2CCCC2C(=O)Nc2cc(C)ccc2OC)c1 (centres undefined)
    0.96	1	0	14	4	12	-5	18	-2
- CCc1cccc(CC)c1NC(=O)/C(C#N)=C/c1ccccc1C(F)(F)F
    0.89	0.84	-2	57*	11	41*	8	7	16
- C/C=C/c1ccc(OCC(=O)Nc2ccc(C(N)=O)cc2)c(OC)c1
    0.92	0.93	3	18	8	6	-8	17	7
- CCc1noc(C)c1C(=O)Oc1ccc(N(C)S(=O)(=O)c2ccc(C)cc2)cc1
    1	1.3	-27	12	0	7	18	12	-32
- O=C(CCC(=O)N(CC(=O)NC1CCCCC1)CC1CCCO1)Nc1nccs1 (centres undefined)
    1.1	1.1	-5	1	-5	19	0	-7	-6
- COc1ccc(/C=N/Nc2nc(-c3ccc(C)cc3)c(NC(C)=O)s2)cc1OC
    0.9	0.97	2	-28	10	-3	-21	11	3
- COC(=O)c1[nH]c2c(c1C)C(=O)CC(c1cc(OC)c(OC)c(OC)c1)C2 (centres undefined)
    0.97	1	1	-4	2	19	-8	9	-4
- Cc1oc2c(cc(NS(=O)(=O)c3ccc4c5c(cccc35)C(=O)N4)c3ccccc32)c1C(=O)OC(C)C
    0.86	0.86	-26	11	14	19	-1	2	14
- Cc1ccc(S(=O)(=O)NNC(=O)c2sc3nc(C)cc(C)c3c2-n2cccc2)cc1
    0.88	1.1	-15	34	12	39	20	-18	-6

Arranged by SMILES length (rising): 3 of the compounds above
Order of results – mIAP activ	hIAP act	ATG4B inh	TIM10 inh	mIAP inh	tim10-1 inh	Apaf-1 inh	NALP3 yeast inh	hIAP inh
- Cc1nc(NCc2ccccc2)c2cc[nH]c2n1
    1.1	0.86	-3	-2	-8	0	-1	-1	14
- CCOc1ccc(/C=C2\SC(=O)N(c3ccc(O)cc3)C2=O)cc1OC
    0.95	0.84	0	17	5	9	-17	-4	16
- CCc1cccc(CC)c1NC(=O)/C(C#N)=C/c1ccccc1C(F)(F)F
    0.89	0.84	-2	57*	11	41*	8	7	16
